# Gal4-VP16 FLuc: counter-screen for ROR gamma inhibitors: Gal4-VP16 reporter | Potency, µM (titrated, usually from 53.6 µM), inactives show at the highest dose activity, negative = inhibition, hits mostly inhibitors | AID 2546 | Drosophila S2 Gal4-VP16 UAS-luciferase, luminescence, 20 h | 310,000 compounds, 3.5% hits;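 further: Gal4-VP16 expression switched on by copper sulfate through the metallothionein promoter; on the % scale 0 is the no-effect control and ±100 the full control effect; nearly all actives have a fitted effect of over 50% in size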
# MBNL1 CUG block: inhibitors of human MBNL1 binding to CUG repeat RNA | 280,000 compounds, 0.036% hits | TR-FRET MBNL1-His/biotin-(CUG)12 binding, 665/545 ratio | Q9NR56 | Potency, µM (series often up to 57.5 µM), for the others: at the top dose activity change, negative = inhibition, hits mostly inhibitors; active means well fitted inhibition curve with a large enough effect in the signal ratio, with a control signal flat, not every such curve was filed as active; inconclusive means small, poorly fitted or top-dose-only effect, or effect the other way, or a change in a side signal; inactive means no such curve, though single readings can be large or run the other way; the % refers to the signal ratio; further: on the % scale 0 is the no-effect control and ±100 the full control effect
# Target sequence (Q9NR56 whole entry, looked up): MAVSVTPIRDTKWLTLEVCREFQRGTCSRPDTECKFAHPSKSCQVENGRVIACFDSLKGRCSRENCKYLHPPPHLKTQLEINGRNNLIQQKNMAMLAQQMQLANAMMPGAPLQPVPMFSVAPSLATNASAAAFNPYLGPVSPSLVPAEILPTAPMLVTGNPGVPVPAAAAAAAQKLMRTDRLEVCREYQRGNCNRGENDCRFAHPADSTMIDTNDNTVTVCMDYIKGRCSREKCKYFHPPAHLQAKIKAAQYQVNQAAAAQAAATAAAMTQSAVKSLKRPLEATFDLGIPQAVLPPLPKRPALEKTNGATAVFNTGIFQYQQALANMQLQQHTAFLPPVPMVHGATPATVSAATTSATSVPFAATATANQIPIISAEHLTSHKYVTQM
#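 Inhibition of protein-RNA binding appears as loss of TR-FRET between terbium anti-His antibody on MBNL1-His and streptavidin-XL665 on biotin-(CUG)12. Activity is normalized to buffer-only and uninhibited-complex controls.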
# RORgamma inh: ROR gamma (mouse) transcription inhibition; Potency, µM (top dose mostly 53.6 µM), without a hit: top-dose activity change, negative = inhibition, actives largely listed as inhibitors; 310,000 compounds, 5.4% hits; P51450; Drosophila S2 Gal4-RORgamma UAS-luciferase reporter, 20 h; further: on the % scale 0 is the no-effect control and ±100 the full control effect; nearly all actives have a fitted effect of over 60% in size
#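 Read-out: Photinus luciferase luminescence; inhibitors lower reporter signal. Insect Schneider cells with Gal4-ROR gamma fusion under metallothionein promoter, UAS reporter; 700 uM final copper sulfate induction, 20 hr, ambient temperature.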
# p53 reactivation: restores transcriptional activity of mutant p53; H1299 p53-A138V BP100-luciferase reporter, luminescence, 24 h; Potency, µM (series often up to 92.2 µM), for inactives: top-dose activity change, positive = activation, most hits filed as activators; 320,000 compounds, 0.063% hits; further: % of control where 0% means no effect; nearly all actives have a fitted effect of over 45% in size
#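 H1299 (p53-null), stable ts p53-A138V + BP100-Luc; 1000 cells/well, Opti-MEM/10% FBS; cpd 4 pt, 1:5; 24 h, 37 deg C, 5% CO2; detection reagent 10 min RT; luminescence.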
# NPC1 promoter act: activators of NPC1 promoter; Huh7 NPC1 promoter luciferase reporter, 24 h; Potency, µM (series often up to 9.22 µM), inactives show at the highest dose activation, actives largely listed as activators; 320,000 compounds, 2.4% hits;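 further: % of control where 0% means no effect; nearly all actives have a fitted effect of over 60% in size; reporter is driven by a mutant NPC1 promoter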
#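 Readout is luciferase luminescence, reflecting NPC1 promoter activation in stably transfected Huh7 cells after 24 h compound exposure at 37 °C in reduced-serum medium with 10% FBS.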
# uPA surface inh: inhibitors of cell surface uPA generation. cell surface uPA generation assay, qHTS. Potency, µM (doses to about 38.3 µM), inactives show top-dose activity change, negative = inhibition, hits mostly inhibitors. 330,000 compounds, 0.31% hits. AID 540303; active means well fitted inhibition curve with a large enough effect; inconclusive means small, poorly fitted or top-dose-only effect; inactive means no such curve, though single readings can be large or run the other way; tested in mouse RAW 264.7 cells; further: on the % scale 0 is the no-effect control and ±100 the full control effect; nearly all actives have a fitted effect of over 55% in size
# Rab9 prom act: activators of Rab9 promoter. Huh7 Rab9 promoter-luciferase reporter, luminescence, 24 h. Potency, µM (top dose mostly 9.22 µM), for inactives: at the highest dose activation, negative = inhibition, hits mostly activators. 320,000 compounds, 2.8% hits. AID 485297; further: % of control where 0% means no effect; nearly all actives have a fitted effect of over 60% in size
#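 Rab9 promoter-driven luciferase in stably transfected Huh7 cells; 1500 cells/well rested 2 h, exposed to compound in DMSO for 24 h at 37 °C, 5% CO2. Luminescence read 10 min after adding luciferase reagent at ambient temperature.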
# ELG1 genotox: genotoxicity induction in ELG1-luciferase HEK293T cells | HEK293T ELG1-luciferase reporter, luminescence, 16 h | Potency, µM (doses to about 46 µM), without a hit: top-dose activity change, positive = activation, actives largely listed as activators | 330,000 compounds, 1.3% hits | AID 504466; further: % of control where 0% means no effect; nearly all actives have a fitted effect of over 60% in size
#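 Step 1: seed 2,000 HEK293T ELG1-luciferase cells per well. Step 2: add compound or DMSO, incubate 16 hr at 37 °C. Step 3: ONE-Glo, 30 min at room temperature, read luminescence.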
# FLuc modulator: inhibits or activates purified firefly luciferase, miR-21 counter-screen. Potency, µM (highest dose often 57.5 µM), for the others: top-dose activity change, negative = inhibition, actives largely listed as inhibitors. AID 588342. purified FLuc, Km substrates, luminescence inhibition. P08659. 360,000 compounds, 6.9% hits;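 further: plate controls were vehicle for no effect and reference inhibitor for full effect; nearly all actives have a fitted effect of over 55% in size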
# Target sequence (P08659 whole entry, looked up): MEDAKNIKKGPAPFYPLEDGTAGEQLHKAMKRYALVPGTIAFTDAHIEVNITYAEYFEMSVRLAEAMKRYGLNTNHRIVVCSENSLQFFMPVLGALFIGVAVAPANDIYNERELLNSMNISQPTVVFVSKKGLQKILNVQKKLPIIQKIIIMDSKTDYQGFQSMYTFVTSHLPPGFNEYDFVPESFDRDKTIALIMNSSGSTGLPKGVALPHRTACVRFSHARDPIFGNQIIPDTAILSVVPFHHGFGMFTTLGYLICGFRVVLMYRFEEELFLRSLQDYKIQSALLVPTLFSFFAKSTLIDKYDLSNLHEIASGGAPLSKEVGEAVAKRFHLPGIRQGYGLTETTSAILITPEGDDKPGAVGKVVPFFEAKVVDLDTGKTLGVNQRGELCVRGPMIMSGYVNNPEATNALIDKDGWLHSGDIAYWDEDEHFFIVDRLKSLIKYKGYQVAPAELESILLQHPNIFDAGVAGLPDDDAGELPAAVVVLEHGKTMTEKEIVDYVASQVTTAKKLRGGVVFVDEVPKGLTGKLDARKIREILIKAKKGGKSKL
#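 Purified P. pyralis luciferase, 10 nM final, with Km-level 10 uM D-luciferin and 10 uM ATP in 50 mM Tris acetate pH 7.5, 10 mM Mg acetate, 0.01% Tween-20, 0.05% BSA; 6-point qHTS titration about 60 µM downward; luminescence read.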
# BRCA1 expr act: activators of BRCA1 expression | MCF7-BRCA1-FFLuc reporter, luminescence, 48 h; response scale: scaled: vehicle 0%, 10 µM genistein 100% | Potency, µM (titrated, usually from 46.1 µM), for inactives: top-dose activation, hits mostly activators | 380,000 compounds, 1.1% hits | AID 624202; further: nearly all actives have a fitted effect of over 80% in size; some results filed as inactive show a strong effect at the top dose
#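 MCF7-BRCA1-FFLuc cells, 2000/well in phenol-red-free MEM, attached 2 h then treated 48 h at 37 C. Luciferase luminescence read 15 min after reagent; normalized to genistein maximum activation (10microM) and DMSO, concentration-response fitted.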
# * hit, by the source's call; u = inconclusive; x = not tested or not shown; [ ] = dose if it differs, or a comment. Unless noted, the call rests on the fitted dose curve; in most records, active means well fitted curve in the direction sought with a large enough effect; inconclusive means small, poorly fitted or top-dose-only effect, or another doubt; inactive means no such curve, though single readings can be large; an effect the other way counts as inactive or inconclusive. Potency means the concentration at half of the fitted maximal effect. Compounds as they come, and some 13% of all compounds hit somewhere here.
# A first look:
SMILES,Gal4-VP16 FLuc,MBNL1 CUG block,RORgamma inh,p53 reactivation,NPC1 promoter act,uPA surface inh,Rab9 prom act,ELG1 genotox,FLuc modulator,BRCA1 expr act
O=C(CSc1nc2ccccc2[nH]1)N1CCN(c2ccccc2)CC1,-5%,5%,18%,23%,-1%,x,1%,-5%,-14%,16%
COc1ccc(CN2CCC(C(=O)c3cccc(Cl)c3)CC2)cc1,-3%,0%,-4%,x,4%,8%,0%,1%,-1%,-2%

# Main list, from the first entry:
SMILES,Gal4-VP16 FLuc,MBNL1 CUG block,RORgamma inh,p53 reactivation,NPC1 promoter act,uPA surface inh,Rab9 prom act,ELG1 genotox,FLuc modulator,BRCA1 expr act
O=C(CSc1nc2ccccc2[nH]1)N1CCN(c2ccccc2)CC1,-5%,5%,18%,23%,-1%,x,1%,-5%,-14%,16%
COc1ccc(CN2CCC(C(=O)c3cccc(Cl)c3)CC2)cc1,-3%,0%,-4%,x,4%,8%,0%,1%,-1%,-2%
O=C(Nc1ccc(OC(=O)c2ccco2)cc1)c1ccco1,-9%,-4%,u,14%,9%,-3%,4%,7%,4.8µM*,20%
COc1ccc(-c2cn3cc(C(=O)NN)ccc3n2)cc1,10µM*,4%,u,-8%,u,-13%,0.32µM*,u,7.6µM*,32%
CCC1CN(C)C2Cc3c([nH]c4ccccc34)C(=O)CC1C2C(=O)OC (stereo unspecified),1%,28%,0%,-5%,0%,-5%,u,-8%,0%,-47%
Cc1ccc(OC(=O)c2ccc(Cl)c([N+](=O)[O-])c2)cn1,4%,30%,-25%,5%,-3%,-2%,-8%,2%,-15%,-30%
Cc1cccc(NC(=O)c2ccc(Cn3cc(C(F)(F)F)ccc3=O)cc2)c1,-5%,5%,34%,4%,1%,11%,-1%,5%,-13%,-9%
COc1ccc(NS(=O)(=O)c2ccc(N3CCOCC3)c(NC(=O)c3cccc(F)c3)c2)cc1,0%,-11%,-1%,-9%,-4%,-18%,-4%,9%,2%,-60%
O=C(NC1CCCCC1)c1cc(S(=O)(=O)N2CCN(c3ccccc3)CC2)ccc1Cl,x,x,x,-3%,x,-4%,x,-5%,x,-26%
CCc1ccc(C(=O)CSc2n[nH]c(C)n2)cc1,9%,-3%,-12%,u,30%,-2%,u,5%,21µM*,8%
Cc1ccc(S(=O)(=O)n2nc(-n3c(C)ccc3C)c3c(F)cccc32)c2ccccc12,0%,-9%,10%,3%,-2%,5%,-6%,0%,-1%,-22%
CCOC(=O)c1nn(-c2cccc(Cl)c2)c2nc(Nc3ccccc3)cc(=O)n12,-14%,-3%[11.5 µM],41%,2%,-1%,0%,-4%,-2%,1%,-17%
COc1ccc(C(=O)C(CN2CCOCC2)c2ccccc2)cc1 (stereo unspecified),u,0%,13µM*,-18%,-3%,u,-16%,-1%,-2%,-97%[inhibitor]
Cc1ccccc1-c1nnc(-c2ccccc2C)o1,24%,-5%,u,u,u,-2%,u,u,6.7µM*,87%
COc1ccccc1-c1coc2c(CN3CCCC(C)C3)c(O)ccc2c1=O (stereo unspecified),3%,0%,7%,0%,4%,-18%,-4%,5%,-1%,9%
CCOc1ccc(CCNC(=O)c2cc(=O)[nH]c3ccc(S(=O)(=O)N(CC)CC)cc23)cc1OCC,10%,-6%,20%,u,3%,4%,-1%,4%,5%,-8%
O=C(NC1CCCC1)c1ccc2c(c1)N(Cc1ccc(F)cc1)CCS2,4%,26%,19%,-9%,-2%,-12%,0%,-2%,-2%,-28%
c1ccc2c(C[C@@H]3CNCCN3CC3CCCCC3)cccc2c1,x,x,x,-20%,-5%,-3%,0%,0%,3%,6%
COc1ccc(CC(=O)Nc2cccc3ncccc23)cc1OC,11%,-2%,4%,-1%,-5%,-2%,-4%,-4%,-1%,-19%
O=C(COc1ncnc2scc(-c3ccccc3)c12)NC1CCCc2ccccc21 (stereo unspecified),3%,4%,u,-8%,-5%,12%,-7%,-5%,1%,8%
COc1ccc(NC(=O)COC(C)=O)cc1OC,-2%,-7%,1%,-3%,-2%,2%,-3%,0%,-1%,-7%
O=C1NN(c2ccccc2)C(=O)/C1=C/c1ccc(-c2ccc(Cl)c(C(=O)O)c2)o1,1%,-4%,-1%,-2%,-2%,3%,-3%,-1%,u,-8%
Fc1ccc(CSc2nnc(-c3cnccn3)n2Cc2ccco2)cc1,u,u,-1%,2%,0%,0%,2%,0%,3%,6%
O=C(C1CC1)N1CCN=C1SCc1ccc(Cl)cc1,-6%,-1%,23%,12%,1%,-3%,-7%,-4%,2%,-21%
CC(C)c1ccc(/C=C/C(=O)NC(=S)NN2CCOCC2)cc1,4.5µM*,5%,4µM*,-4%,1%,-2%,-3%,0%,-19%,-7%
O=C(CSc1ccc(-c2ccccn2)nn1)NCc1ccc(Cl)cc1,3%,8%,-24%,-4%,-1%,0%,-8%,-4%,-18%,-52%
OCC1CCCN(Cc2cn(Cc3ccccc3)nc2-c2cc3ccccc3o2)C1 (stereo unspecified),7%,-7%,-1%,-3%,-6%,-3%,-4%,-5%,2%,-22%
O=C(CSc1nncs1)NC(=O)NC1CCCC1,-2%,-2%,33%,0%,-3%,1%,-1%,-5%,6%,-8%
COC(=O)c1cc2ccsc2n1CC(=O)Nc1ccc(N(C)C)cc1,3%,3%,16%,0%,8%,7%,8%,0%,-3%,-2%
FC(F)(F)c1cccc(NC(=S)NC(c2ccccc2)c2ccccc2)c1,6.3µM*,u,7.1µM*,9%,0%,-14%,0%,-9%,3%,-80%
O=C(/C=C/c1ccccc1[N+](=O)[O-])N1CCN(c2ccc(F)cc2)CC1,-1%,u,16%,-2%,-1%,-3%,-13%,1%,2%,5%
O=C(NC(Cc1ccccc1)C(=O)N1CCCCCC1)c1ccccc1 (stereo unspecified),-11%,-2%,30%,4%,4%,4%,12%,-2%,3%,2%
c1coc(-c2ncc[nH]2)c1,1%,4%,-31%,5%,-3%,8%,-3%,-5%,-2%,13%
CCOC(=O)C(C)(C)Sc1nc2c(cnn2-c2ccc(C)cc2)c(=O)[nH]1,-11%,4%,u,-7%,-3%,-1%,-5%,-1%,3%,-3%
CCCCNCc1nc2ccccc2c(=O)[nH]1,u,-9%,10µM*,12%,-3%,4%,1%,1%,1%,21%
CNC(=O)c1ccc(Nc2nnc(-c3ccc(O)cc3)c3ccccc23)cc1,-6%,u,17%,8%,-6%,9%,-7%,-4%,-18%,-31%
CC(C)[C@H](NC(=O)c1ccccc1Cl)C(=O)OCC(=O)NCc1ccc2c(c1)OCO2,x,x,x,2%,x,10%,x,0%,x,1%
CN(c1cccc(NC(=O)c2ccc(Cl)c(S(=O)(=O)Nc3ccccc3)c2)c1)S(C)(=O)=O,3%,-9%,-11%,-5%,0%,x,-9%,-31%[inhibitor],-6%,-49%
Cc1ccc(S(=O)(=O)Nc2ccc(-c3nnc(SCc4ccccc4Cl)o3)cc2)cc1,-20%,9%,u,10%,-2%,4%,-9%,3%,3%,-28%
CS(=O)(=O)c1ccc(C(=O)NCc2ccccc2F)cc1,-3%,-8%,7%,-2%,-4%,2%,-4%,-17%,1%,-11%
Cc1cc(C(=O)Nc2nnc(C3CCCCC3)s2)no1,2%,3%,20µM*,x,x,x,x,x,u,1%
O=C(Cn1cnc2c(cnn2-c2ccc(Cl)cc2)c1=O)N1CCN(c2ccccc2)CC1,-5%,0%,23%,0%,-4%,-1%,-11%,2%,-3%,-29%
CCOC(=O)CNC(=O)N1CCc2ccc(NC(=O)c3ccccc3OC)cc2C1,-9%,-1%,0%,x,5%,-3%,5%,2%,u,0%
O=C(O)c1ccc(OCCCCCCOC2CCCCO2)cc1 (stereo unspecified),2%,-4%,-13%,10%,0%,6%,-6%,-4%,3%,-9%
O=C(COC(=O)[C@H](Cc1ccccc1)NC(=O)c1ccco1)Nc1ccccc1,x,x,x,4%,x,-1%,x,1%,x,-15%
CN1CCN(/C=N/c2sc3c(c2C#N)CCCCC3)CC1,14%,-1%,41%,u,2.5µM*,-9%,2.2µM*,u,12µM*,u
O=C(NC(C1CC1)C1CC1)C1CCC(=O)N(CCCN2CCCC2=O)C1 (stereo unspecified),-5%,-2%,6%,u,-3%,11%,10%,4%,-1%,5%
O=C(O)C1CCC(CNCc2ccncc2)CC1 (stereo unspecified),-5%,7%,25%,-1%,-1%,1%,-3%,0%,0%,-3%
CC(Sc1nc(-c2ccccc2)cc(C(F)(F)F)n1)C(=O)O (stereo unspecified),-2%,-9%,-15%,-2%,-4%,3%,-1%,-1%,u,0%
Nc1c(C(=O)N2CCOCC2)sc(=S)n1-c1ccccc1,-2%,u,7%,3%,-3%,x,-7%,0%,-16%,1%
Cc1ccc(C(CC(=O)O)NC(=O)CCNC(=O)c2ccco2)cc1 (stereo unspecified),x,x,x,-2%,1%,-3%,-7%,-3%,1%,15%
CC(=O)c1ccc(OCCNS(=O)(=O)c2ccc(-n3cnnn3)cc2)cc1,0%,-1%,u,-4%,0%,-13%,-3%,-4%,-1%,-13%
COc1ccc(/C=N\NC(=O)c2cc(O)c(O)c(O)c2)cc1COc1ccc(C(=O)OCC(C)C)cc1,-22%,1%,-8%,23%,-6%,-15%,4%,u,24µM*,-40%

# High-throughput results deposited in PubChem by National Center for Advancing Translational Sciences (NCATS).
